FEN1 inhibitor: blocks human flap endonuclease 1. Potency, µM (doses to about 114 µM), for inactives: at the highest dose activity change, negative = inhibition, hits mostly inhibitors. Recombinant FEN1 flap cleavage, fluorescence, 15 min. 390,000 tested, 0.35% active. P39748; also: nearly all actives have a fitted effect of over 65% in size
Target sequence (P39748 whole entry, looked up): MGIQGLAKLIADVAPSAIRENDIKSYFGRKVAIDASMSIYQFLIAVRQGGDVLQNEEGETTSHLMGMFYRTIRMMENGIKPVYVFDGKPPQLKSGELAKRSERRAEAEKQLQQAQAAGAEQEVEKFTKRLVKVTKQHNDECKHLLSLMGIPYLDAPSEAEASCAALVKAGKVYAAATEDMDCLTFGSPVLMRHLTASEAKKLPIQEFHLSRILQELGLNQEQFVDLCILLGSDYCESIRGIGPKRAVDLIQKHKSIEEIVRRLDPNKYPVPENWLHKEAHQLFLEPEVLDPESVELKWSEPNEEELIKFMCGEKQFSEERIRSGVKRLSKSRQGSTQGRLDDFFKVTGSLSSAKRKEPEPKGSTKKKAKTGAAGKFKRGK
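In this screen, 50 nM flap DNA substrate was added to 10 nM FEN1 pretreated with compound for 15 min at room temperature; cleavage was followed with reads at 0 and 15 min, and Hill fitting gave concentration–response parameters.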
N370S GC mod: inhibitors or activators of N370S glucocerebrosidase for Gaucher disease | P04062 | 330,000 tested, 0.092% active | Potency, µM (top dose mostly 59.4 µM), inactives show at the highest dose activity change, negative = inhibition, hits mostly inhibitors | AID 2101 | N370S GC spleen homogenate, 4MU-glucoside fluorescence;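 also: 0% = full enzyme activity and -100% = no enzyme basal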
KAT2A inh: inhibitors of human GCN5L2 histone acetyltransferase; 390,000 tested, 0.21% active; AID 504327; GCN5L2 HAT assay, ThioGlo1 CoA-SH fluorescence; Potency, µM (doses to about 58.9 µM), inactives show at the top dose activity change, negative = inhibition, usual class: inhibitors
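Titration-based screen in which CoA formation is detected via maleimide probe ThioGlo1 (50uM) turning fluorescent on thiol reaction; substrates H3(1-25) 75uM and acetyl-CoA 70uM, GCN5L2 20nM, 20 min incubation at room temperature.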
Starred values were filed as active, the others as inactive; ? = inconclusive; / = not tested or not shown; & = joins results of further samples; [ ] = another dose, or the depositor's remark. Calls follow the shape of the dose curve; as a rule, active = well fitted curve in the direction sought with a large enough effect; inconclusive = small, poorly fitted or top-dose-only effect, or another doubt; inactive = no such curve, though single readings can be large; an effect the other way counts as inactive or inconclusive. Unless noted, % is scaled to controls: 0 for no effect and ±100 for the full control effect; potency is read from the fitted curve at half-maximal effect.

SMILES | FEN1 inhibitor | N370S GC mod | KAT2A inh
NC(=O)c1cc(S(=O)(=O)N2CCCC2)ccc1OCc1ccc(F)cc1 | -2.3% | 0.8% | 0.1%
COC(=O)Nc1ccc(S(=O)(=O)N2CCCC(C(=O)O)C2)cc1 (stereo not drawn) | 18.0% | -3.1% | 0.7%
O=C(COc1ccccc1Cl)c1ccc2c(c1)CCCC2 | -9.0% | 14.9% | ?
COCCCNC(=O)c1ccc2c(=O)n(C3CCCC3)c(=S)[nH]c2c1 | 3.3% | 14.2% | -5.8%
Clc1cccc(/C=N\Nc2nccs2)c1 | -3.3% | -4.7% | -7.8%
Cn1ccnc1SCC(=O)Nc1cc(Cl)ccc1Cl | -4.6% | / | -2.3%
COc1ccc(CC(=O)Nc2ccc(S(=O)(=O)N3CCOCC3)cc2)cc1 | -12.3% | / | -4.1%
Cc1ccc(NC(=O)C2CCCN2C(=O)Oc2ccccc2)cc1 (stereo not drawn) | 1.4% | -3.4% | -8.0%
CCOC(=O)/C(=N\Nc1ccccc1Cl)N(C)C1CCCCC1 | -1.4% | -3.3% | -2.5%
Nc1nc(NCC2CCCO2)nc(Nc2ccc(F)cc2)c1[N+](=O)[O-] (stereo not drawn) | -0.9% | -11.4% | -2.3%
CC(OC(=O)C1CSC2(C)CCC(=O)N12)C(=O)Nc1cccc(C#N)c1 (stereo not drawn) | 2.0% | 1.4% | -7.9%
CN1CCN(CCC(=O)Nc2ccc(Cl)cc2)CC1 | -2.8% | / | 1.6%
CC1CCCCC1NC(=O)CNC(=O)c1ccco1 (stereo not drawn) | 1.3% | 2.7% | 0.0%
COc1ccc(N2CCN(C(=O)CN(C)S(=O)(=O)c3cc(C)ccc3OC)CC2)cc1 | 5.4% | 6.9% | -5.7%
CCOC(=O)Cc1ccc(NC(=O)Nc2cc3c(cc2N2CCCCC2)n(C)c(=O)n3C)cc1 | -16.4% | / | -18.6%
CCOc1ccc(NC(=S)N2CCN(c3ccc(N4CCOCC4)nn3)CC2)cc1 | -1.8% | -2.5% | 0.8%
O=c1[nH]c(Nc2nc3ccccc3o2)nc2c1CCCC2 | 25.2% | -7.8% | -8.4%
Cc1cc(N2C(=O)C(O)=C(C(=O)c3cccs3)C2c2ccccc2)no1 (stereo not drawn) | -7.1% | -14.7% | -7.8%
CCCN=C(Nc1ccc(Cl)cc1)c1cccnc1 | 6.5% | -0.8% | -5.9%
CC(C)C(C)NC(=O)COc1nc2ccccc2nc1N(C)C1CCCCC1 (stereo not drawn) | 1.5% | -4.8% | -3.1%

Looked up one by one from the entries so far, seven records:
SMILES | FEN1 inhibitor | N370S GC mod | KAT2A inh
CC1CCCCC1NC(=O)CNC(=O)c1ccco1 (stereo not drawn) | 1.3% | 2.7% | 0.0%
CN1CCN(CCC(=O)Nc2ccc(Cl)cc2)CC1 | -2.8% | / | 1.6%
Cc1cc(N2C(=O)C(O)=C(C(=O)c3cccs3)C2c2ccccc2)no1 (stereo not drawn) | -7.1% | -14.7% | -7.8%
CCCN=C(Nc1ccc(Cl)cc1)c1cccnc1 | 6.5% | -0.8% | -5.9%
CCOC(=O)Cc1ccc(NC(=O)Nc2cc3c(cc2N2CCCCC2)n(C)c(=O)n3C)cc1 | -16.4% | / | -18.6%
CCOc1ccc(NC(=S)N2CCN(c3ccc(N4CCOCC4)nn3)CC2)cc1 | -1.8% | -2.5% | 0.8%
CC(C)C(C)NC(=O)COc1nc2ccccc2nc1N(C)C1CCCCC1 (stereo not drawn) | 1.5% | -4.8% | -3.1%

Next records.
SMILES | FEN1 inhibitor | N370S GC mod | KAT2A inh
COc1ccc(S(=O)(=O)Nc2ccc(F)c(Cl)c2)cc1OC | -11.4% | 8.6%[2.35 µM] | -7.1%
Fc1ccccc1COc1ccc(/C=N/n2cnnc2)cc1 | -2.7% | -19.4% | -14.1%
COc1nc(N)nc(N2CCOCC2)n1 | 0.6% | -7.7% | -0.5%
Cc1ccc(C(CC(=O)NCc2ccco2)c2ccc(OC(C)C)cc2)cc1 (stereo not drawn) | -5.2% | -26.2% | -11.7%
C/C(Nc1ccccc1C(F)(F)F)=C1/CCOC1=O | 4.3% | 8.8% | 0.2%
COc1ccc(N2C(=O)CSC23C(=O)N(CC(N)=O)c2ccccc23)cc1 (stereo not drawn) | 2.4% | / | 0.6%
COC(=O)c1sccc1NC(=O)c1c(Cl)cccc1Cl | -1.5% | 4.2% | -4.9%
CC1=CC2CC1C1C(=O)N(c3ccc(S(=O)(=O)Nc4nc(C)cc(C)n4)cc3)C(=O)C21 (stereo not drawn) | -0.7% | 16.1% | -0.2%
O=C(NCCc1ccccc1)C1CCN(S(=O)(=O)c2cccc3nonc23)CC1 | -0.6% | 2.1% | -3.7%[0.501 µM]
Cc1cccc(Nc2nc(C)nc(N)c2S(=O)(=O)c2ccccc2)c1 | -3.1% | / | -6.3%
Cc1ccc(NC(=O)NN2CCOCC2)cc1 | -15.3% | 1.8% | -16.4%
CC1(C(=O)N2CCOCC2)CCCCC1 | 1.8% | 1.0% | -0.9%
CCC(=O)N1CCN(c2ccccc2NC(=O)c2cccc(C)c2)CC1 | 12.5% | -4.8% | -5.9%
O=c1[nH][nH]c(C(F)(F)F)c1C=Nc1ccccc1Cl | 4.0% | -8.6% | 13.7%
Cc1cc(C(=O)CSc2nnc(-c3cccnc3)n2-c2ccccc2)c(C)n1CC1CCCO1 (stereo not drawn) | -16.2% | ? | -5.6%
CCCNCc1cc(Cl)c(OCC)c(Cl)c1 | -3.1% | -2.2% | 2.2%
COCCNC(=O)c1ccccc1NS(=O)(=O)c1ccc(C)c([N+](=O)[O-])c1 | -1.1% | -6.8% | -4.4%
CCC(C)NC(=O)C1CC(c2ccc(OC)cc2)=NO1 (stereo not drawn) | 6.3% | 1.3% | 1.8%
CC1CCC(NC(=O)C2(C)CCC(=O)N2Cc2cccnc2)CC1 (stereo not drawn) | 20.3% | 3.0% | -3.4%
N=c1n(CCCOc2ccc(F)cc2)c2ccccc2n1CC(N)=O | -3.8% | -15.7% | -25.3%
CC1(/[N+]([O-])=C/c2ccc(F)cc2)CCCCC1=O (stereo not drawn) | -4.0% | -13.9% | -1.3%
COc1ccccc1NC(=O)NCc1ccc(C)n1C | -11.8% | -4.4% | -5.0%
Cc1ccc(-c2cc(C(=O)NC3CCCCC3)no2)cc1 | -3.5% | -2.2% | -0.3%
COc1ccc(OC)c(CNC(=O)c2ccc(Sc3ccc(C)cc3)c(N)c2)c1 | -21.2% | / | 0.4%
Fc1ccc(-c2noc(C3CCN(Cc4cccnc4)CC3)n2)cc1 | -13.5% | 8.3% | 2.6%
COc1ccccc1N(Cc1cc2cccc(C)c2[nH]c1=O)C(=O)C(C)C | -5.6% | 28.6% | 1.1%
Cc1ccc2nc(NC(=O)CS(=O)(=O)Cc3ccccc3)sc2c1 | -1.1% | 4.1% | -0.6%
COC(=O)c1cnn2c(C)c(Cc3cccc(F)c3)c(C)nc12 | 20.9% | 3.4% | -3.9%
CC(C(=O)N1CCc2ccccc2C1)N1C(=O)c2ccccc2C1=O (stereo not drawn) | 15.9% | 3.7% | -1.6%
O=C1CN(C(=O)c2ccc(S(=O)(=O)N3CCCCC3)cc2)C(c2ccc(F)cc2)c2cc(Cl)ccc2N1 (stereo not drawn) | 10.7% | / | -8.5%
NC(=O)c1c(NC(=O)c2nc(SCc3ccccc3F)ncc2Cl)sc2c1CCCC2 | -4.9% | / | -1.0%
CC1CC(=S)Nc2ccccc2N1Cc1ccccc1 (stereo not drawn) | -17.0% | -4.3% | -9.2%
Cc1cccc(OCCCCc2c(C)n[nH]c2C)c1 | -20.7% | -2.2% | -6.2%
O=C(CCc1c[nH]c2ccccc12)OCC(=O)N1CCN(S(=O)(=O)c2ccccc2)CC1 | 5.2% | -19.8% | -1.5%
CN=C1SC(CC(=O)Nc2sc3c(c2C#N)CCCC3)C(=O)N1C (stereo not drawn) | -10.3% | 5.8% | -1.2%
COCCNC(=O)C(OC(=O)CC1Sc2ccccc2NC1=O)c1ccncc1 (stereo not drawn) | -3.0% | -0.9% | -5.2%
O=C(CN1CCN(S(=O)(=O)c2ccc(Br)cc2)CC1)c1ccc(O)c(O)c1 | 15.9% | -22.0% | -26.6%
CCNc1ncc2nc(-c3cc(F)cc(F)c3)c(=O)n(C3CC3)c2n1 | / | ? | -7.2%
O=C(N(c1ccccc1)c1ccccc1)n1ccnc1 | 4.9% | -2.0% | 1.7%
Cc1nc(N)sc1N=Nc1ccc(F)cc1 | -7.3% | -10.5% | -1.8%
CCN1CCN(CCCNC(=O)c2ccc3c(Cl)c4c(nc3c2)CCCC4)CC1 | 4.5% | -13.2% | 0.6%
CC(=O)OCC(=O)[C@H]1CC[C@H]2[C@@H]3CCC4=CC(=O)CC[C@]4(C)[C@H]3CC[C@]12C | 15.3% | -18.0%&4.2% | -0.2%&9.5%
COc1cccc2cc(C(=O)N3CCN(C(=O)c4ccco4)CC3)c(=O)oc12 | -1.2% | -4.3% | 1.0%
COc1cc(NC(=O)c2cccc(Br)c2)nc(OC)n1 | -6.4% | 7.4% | -4.6%
CCN(CC)C(=O)C(=O)N/N=C/c1ccc(C(=O)OC)cc1 | 2.1% | -5.7% | -7.1%
Cc1ccc(-c2nnc(Nc3cccc(O)c3)c3ccccc23)cc1S(=O)(=O)NCCO | -21.0% | -18.0% | -10.1%
CCCN(Cc1ccc(C)cc1)C(=O)c1ccc(CNS(=O)(=O)c2ccc(C(C)=O)cc2)cc1 | ? | / | -6.9%
O=C(NC(=O)c1ccncc1)NC(c1ccccc1)c1ccccc1 | -2.7% | 3.5% | -0.8%
CCCCOc1ccc(Cl)cc1CSc1nnc(CC)n1N | 0.1% | -14.2% | -1.6%
O=C(O)C1=NN(c2ccccc2)C(=O)CC1 | -3.4% | -0.5% | -2.9%
(continued)
SMILES | FEN1 inhibitor | N370S GC mod | KAT2A inh
Cc1c(OCC(=O)NCc2ccccn2)ccc2c3c(c(=O)oc12)CCCC3 | -1.1% | 2.3% | -18.9%
O=C(O)Cn1c(=O)n(Cc2ccccc2)c2ccccc21 | -3.0% | -5.0% | -1.7%
COc1ccc(C2=C(C(C)=O)Sc3nnc(-c4ccccc4)n3N2C(C)=O)cc1 | -13.8% | / | -3.1%
O=c1cc(CSc2ccc(Cl)cc2)nc(N2CCCCC2)[nH]1 | -0.3% | -5.7% | -6.0%
Cc1c(-c2ccccc2)nc2ccccc2c1C(=O)Nc1ccncc1 | -4.1% | -16.9% | -5.1%
Cc1nnc(NCc2ccc(F)cc2)c2c1nnn2Cc1ccccc1Cl | 0.8% | / | -3.9%
COc1ccc(S(=O)(=O)N(CC(=O)NCc2cccnc2)C2CCCCC2)cc1OC | 13.8% | 17.5% | 3.4%
Cc1cccc(-c2ocnc2C(=O)Nc2ccccc2C(=O)N2CCCC2)c1 | -2.6% | -1.3% | -2.3%
CN1CCc2c(sc(/N=C/c3ccco3)c2C(N)=O)C1 | 16.4% | ? | -4.9%
O=C(NCCc1ccccc1)c1ccc2c(c1)CCN2S(=O)(=O)c1ccccc1 | -1.7% | / | -9.2%

Complete entries from above. Values in the order: FEN1 inhibitor	N370S GC mod	KAT2A inh
`O=c1cc(CSc2ccc(Cl)cc2)nc(N2CCCCC2)[nH]1` across the screens: -0.3%	-5.7%	-6.0%
`Cc1c(OCC(=O)NCc2ccccn2)ccc2c3c(c(=O)oc12)CCCC3` across the screens: -1.1%	2.3%	-18.9%
`COc1ccc(S(=O)(=O)N(CC(=O)NCc2cccnc2)C2CCCCC2)cc1OC` across the screens: 13.8%	17.5%	3.4%
`Cc1c(-c2ccccc2)nc2ccccc2c1C(=O)Nc1ccncc1` across the screens: -4.1%	-16.9%	-5.1%

Later entries.
SMILES | FEN1 inhibitor | N370S GC mod | KAT2A inh
COc1ccc(OC)c(NC(=O)CSc2nnc(C3CCCCC3)n2-c2ccccc2)c1 | -20.1% | 13.8% | -10.1%
Cc1cc(C)nc(N(C#N)S(=O)(=O)c2ccccc2Cl)n1 | 1.1% | -3.0% | 1.5%
COc1ccc(S(=O)(=O)N2CCCCCC2)cc1C(=O)NCc1ccccc1Cl | -5.2% | 22.1% | -4.0%
O=S(=O)(c1ccccc1)N1CCC2(CCN(Cc3ccncc3)CC2)CC1 | / | 1.6% | -0.8%
CCN1CCN(c2ncc(C(=O)Nc3ccccc3C(=O)OC)c3ccccc23)CC1 | -20.1% | -8.2% | 4.3%
CC1=C(c2ccc(Cl)cc2)S(=O)(=O)N=C1N1CCN(c2cccc(C)c2)C(C)C1 (stereo not drawn) | -1.7% | / | -13.7%
Cn1c(SCC(=O)C(C)(C)C)nnc1-c1cccnc1 | -8.1% | -1.1% | -2.5%
Oc1ccc(C=NC2CCCCC2)cc1 | 33.9%[activator] | -5.0% | -4.3%
O=C(NCC1CCCO1)c1cc(-c2ccccc2)nc2ccccc12 (stereo not drawn) | -14.6% | 6.5% | -12.2%
CC(=O)c1c(N)c(C#N)c(C)n1-c1ccc(Br)cc1 | -0.4% | 1.3% | -17.9%
O=C(CSc1ccc(-c2cccs2)nn1)Nc1ccccc1F | 2.0% | 28.6% | -11.0%
COc1ccccc1CN(C)C(=O)c1cccc(S(=O)(=O)N2CCCc3ccccc32)c1 | -13.3% | / | -11.2%
COc1ccc(-n2c(C)nc3c(cnn3-c3ccc(F)cc3)c2=O)cc1 | -1.0% | / | -8.0%

Screening data (PubChem)
